# Source: PubChem
# NTR1 agonist: agonists of NTR1, primary screen, imaging, U2OS cells, beta-arrestin-GFP, high content (AID 493036) | P30989 | 0.17% of 330,000 active | NTR1-U2OS beta-arrestin-GFP spot imaging, agonist mode | activation, % at 20 µM;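 active = activation at or above 40% of the spot to cytoplasm intensity ratio, with at least 20 cells analyzed; inconclusive = wells under 20 cells, flagged as cytotoxic or low count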;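 note: 0% = DMSO without peptide and 100% = 100 nM NTR1 peptide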
# Target sequence (P30989 whole entry, looked up): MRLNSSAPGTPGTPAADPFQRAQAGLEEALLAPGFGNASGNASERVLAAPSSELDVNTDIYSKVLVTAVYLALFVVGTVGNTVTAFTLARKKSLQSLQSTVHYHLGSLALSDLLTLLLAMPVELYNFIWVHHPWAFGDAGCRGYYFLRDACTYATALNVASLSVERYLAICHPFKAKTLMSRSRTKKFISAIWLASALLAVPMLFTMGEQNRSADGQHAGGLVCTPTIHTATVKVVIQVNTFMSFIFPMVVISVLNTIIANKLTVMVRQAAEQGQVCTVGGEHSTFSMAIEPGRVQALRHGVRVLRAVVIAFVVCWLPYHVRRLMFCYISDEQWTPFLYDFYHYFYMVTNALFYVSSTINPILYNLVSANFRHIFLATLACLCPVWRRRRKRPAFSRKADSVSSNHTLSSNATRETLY
# NOD1 inhibition: inhibition of NOD1-driven NF-kB reporter – cell-based, luminescence, uHTS, primary screen (AID 1578). inhibition, % at 4 µM; hits with a dose series show EC50 in µM. NOD1-driven NF-kB luciferase reporter cells, luminescence; higher % means a stronger effect. 1% of 290,000 active; in the data active = inhibition mostly above about 36%, no sharp cut-off; inactive = mostly below about 34%;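 note: HEK-293T reporter cells stimulated with the NOD1 agonist gamma-tri-DAP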
# NOD2 inhibition: NOD2 signaling inhibitors, cell-based, luminescence, uHTS, HEK293 (AID 1566); HEK293 NOD2/NF-kB luciferase reporter, luminescence; higher % means a stronger effect; inhibition, % at 4 µM, or EC50 in µM where a hit was titrated; 0.63% of 290,000 active; note: many of its hits are not listed in these tables
# KOR beta-arrestin-1: kappa opioid receptor blockers – cell-based, luminescence, uHTS (AID 1778); KOR beta-arrestin recruitment, luminescence, antagonist mode; higher % means a stronger effect; 0.091% of 290,000 active; inhibition, % at 10 µM, or IC50 in µM where a hit was titrated; note: strong numbers were not always called active
# GPR55 beta-arrestin: selective activators of receptor GPR55 – imaging, U2OS cells, beta-arrestin-GFP redistribution, primary screen (AID 1961). U2OS GPR55 beta-arrestin-GFP redistribution imaging; higher % means a stronger effect. one-dose activation, % at 10 µM; EC50 in µM for titrated hits. 0.048% of 290,000 active;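 active = activation above 40% with more than 50 cells counted in the well; inconclusive = wells holding fewer than 50 cells, flagged as toxic or sparse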;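 note: U2OS osteosarcoma cells stably expressing GPR55 and beta-arrestin-GFP; plate controls were DMSO negative control for no effect and LPI positive control for full effect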
# T cell modulator: T cell immune modulators affecting CD8 T cell-vesicle binding; 2C CD8+ T cell-vesicle binding, flow cytometry; hits give low values; calls only at 7 µM; 0.068% of 330,000 active;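 active = response, share of CD8 T cells binding vesicles, and their 90th percentile fluorescence all below set limits, cut at about 80% in these data, passing the limit was not always enough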
#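 incubation = binding step 1.5 h, 37 °C, antibody labelling 20 min, ice | test system = 2C mouse CD8+ T cells | read-out basis = percent CD8+ FL2 mean versus row control | controls = Peptide-free naked vesicles (low) and QL9 vesicles with 0.7% DMSO vehicle (high) | detection = flow cytometry of vesicle-bound cells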
# GPR55 LPI antagonism: GPR55 antagonists blocking LPI-driven arrestin recruitment, primary screen, imaging, U2OS, beta-arrestin-GFP, LPI agonist (AID 2013); one-dose inhibition, % at 10 µM; IC50 in µM for titrated hits; 0.13% of 290,000 active; U2OS GPR55 beta-arrestin-GFP translocation imaging, LPI antagonism; higher % means a stronger effect;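 active = spots per cell inhibited over 60%, with over 100 cells counted and total cytoplasm intensity under 500,000; inconclusive = wells with under 100 cells, flagged as likely toxic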;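 note: U2OS cells stably carrying GPR55 and arrestin-GFP stimulated by 5 µM LPI near EC80; imaged beta-arrestin-GFP aggregate spots per cell after agonist stimulation; plate controls were LPI-stimulated DMSO wells for no effect and DMSO wells without LPI for full effect; some results filed as inactive read as strong as hits; confirmed hits need IC50 under 10 µM and bright autofluorescent wells are also inconclusive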
# KOR beta-arrestin-2: kappa opioid receptor activators – cell-based, luminescence, uHTS, primary screen (AID 1777); KOR beta-arrestin recruitment, luminescence; higher % means a stronger effect; activation, % at 10 µM; hits with a dose series show EC50 in µM; 0.02% of 280,000 active; in the data active = activation above about 50%, passing the limit was not always enough; note: a part of the inactive calls stands beside numbers as strong as those of hits
# Myeloid diff MLP: compounds promoting myeloid differentiation. ER-HoxA9 myeloid progenitors, lysozyme-GFP differentiation, flow cytometry. 1% of 360,000 active. calls only at 10 µM. AID 624256;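 active = normalized GFP-positive differentiation at or above the plate's own cutoff, the solvent-only control mean plus 3 SD; inconclusive = no clear call, values can overlap the other calls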;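 note: cells exposed to compound for four days before flow analysis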
# T cell modulator vesicle-bound %: also measured in T cell modulator; calls as there; double positive events, %; measured here: CD8+ vesicle-bound cell fraction;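 binding gate set so that unloaded-vesicle control wells show 10% double positive cells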
# NTR1 agonist cell count 20 µM: further read-out of NTR1 agonist, marked with its call; cell count; measured here: cell count, cytotoxicity flag
# Myeloid diff MLP GFP+ MAC1+ %: second read-out of Myeloid diff MLP, no call of its own (marks repeat the call); GFP+ MAC1+ double positive, %; measured here: differentiation confirmed by MAC1 staining
# * hit, by the source's call; i = inactive; u = inconclusive; x = not tested or not shown; + = active, no number; [ ] = another dose, or the depositor's remark. Cut-off read from the data, not from the text of the source, unless noted: active = inhibition above about 50%; inactive = the rest. An excerpt. The share of hits here may be higher or lower than overall.
SMILES,NTR1 agonist,NTR1 agonist cell count 20 µM,NOD1 inhibition,NOD2 inhibition,KOR beta-arrestin-1,GPR55 beta-arrestin,T cell modulator,T cell modulator vesicle-bound %,GPR55 LPI antagonism,KOR beta-arrestin-2,Myeloid diff MLP,Myeloid diff MLP GFP+ MAC1+ %
COc1ccc(NS(=O)(=O)c2cc(NC(=O)CCSc3ccccc3)ccc2OC)cc1,-0.3,48,5%,8%,-36%,0.1%,i,47,1%,7.0%,i,0.6
Oc1ccc(-c2nccc(-c3cccs3)n2)cc1,-0.2,92,-36%,-139%,-15%,-0.2%,i,22,1%,0.4%,i,0.3
O=C1NCCN(Cc2ccoc2)C1CC(=O)N(CCO)Cc1ccccc1 (stereo unspecified),0.5,31,-23%,22%,-4%[20 µM],0.0%,i,67,1%,x,i,0.7
CN(Cc1cccc(F)c1)C(=O)c1cccc(S(=O)(=O)N2CCN(Cc3ccccc3)CC2)c1,0.2,61,-10%,26%,16%,-0.1%,i,40,15%,-4.2%,i,1.1
C/C(=N\NC(=O)c1nc2ccccn2c1C)c1cc2ccccc2o1,3.1,29,0%,2%,-7%,-0.6%,i,29,-11%,-2.4%,i,0.3
O=C(Cc1ccc(-c2ccccc2)cc1)Nc1ncccc1O,-0.3,65,-82%,-19%,12%,0.2%,i,60,10%,-0.6%,i,1.0
CCCN(CCC)CCCNC(=O)c1ccc2c(c1)N(CC)C(=O)c1ccccc1S2=O (stereo unspecified),3.7,81,9%,20%,-11%,0.0%,i,32,12%,9.2%,i,1.5
Cc1ccc(NS(=O)(=O)c2ccc3c(c2)NC(=O)CO3)cc1,-0.8,59,-12%,8%,9%,0.3%,i,14,12%,-1.5%,i,1.7
COc1ccccc1NC(=O)COc1ccc2c(c1)OCO2,1.0,59,-18%,-30%,0%,-0.1%,i,24,19%,-4.4%,i,2.6
COc1cccc(C2Nc3cc(Cl)c(S(N)(=O)=O)cc3S(=O)(=O)N2)c1 (stereo unspecified),-1.4,49,-2%,11%,-22%,0.3%,i,36,-9%,2.6%,i,2.9
COc1cc(C(=O)Nc2nnc(S(=O)(=O)N3CCCCCC3)s2)cc(OC)c1OC,3.8,62,36%,16%,20%,-0.1%,i,3,-4%,-8.0%,i,1.7
O=C1CCCC(=O)N1c1ccc(N2CCN(c3ccccc3)CC2)c([N+](=O)[O-])c1,1.2,49,-18%,11%,21%,-0.3%,i,31,9%,8.5%,i,0.9
C=CCNC(=S)N(CC)c1cccc2ccccc12,2.0,59,-14%,6%,-4%[20 µM],0.2%,i,42,4%,-1.6%,i,0.3
COc1ccc(-c2csc(C3=C(O)CN(CCCN4CCCC4=O)C3=N)n2)cc1OC,-0.7,57,-43%,4%,-4%,-0.3%,i,30,-3%,-1.9%,i,1.1
N#Cc1c(-c2ccccc2)ccn(Cc2ccccc2Cl)c1=O,-0.7,39,-11%,10%,5%,-0.1%,i,21,9%,1.7%,i,0.8
CCOc1ccc(C(CC(=O)O)NS(=O)(=O)c2ccc(C)cc2)cc1OC (stereo unspecified),4.9,61,12%,-18%,8%,-0.1%,i,40,7%,-2.1%,i,0.9
Cc1cc(NC(=O)c2ccc(COc3ccccc3Cl)o2)no1,0.0,55,-36%,-22%,-17%,-0.2%,i,53,0%,1.9%,i,0.2
Cc1cccc(OC(C)C(=O)NCc2ccc(S(N)(=O)=O)cc2)c1 (stereo unspecified),-1.0,59,-18%,0%,8%,0.5%,i,49,5%,7.1%,i,0.5
O=C(O)c1ccccc1CSc1nnc2c(n1)[nH]c1ccccc12,-0.8,42,-1%,2%,-7%,0.5%,i,54,2%,-0.3%,i,0.6
CCOC(=O)c1csc(-n2nc(C)cc2C(F)(F)F)n1,-1.6,62,-27%,16%,0%,0.2%,i,16,5%,-4.4%,i,0.8

# Single values from the list.
# NOD2 inhibition result of CN(Cc1cccc(F)c1)C(=O)c1cccc(S(=O)(=O)N2CCN(Cc3ccccc3)CC2)c1 = 26%
# GPR55 LPI antagonism result of COc1ccc(-c2csc(C3=C(O)CN(CCCN4CCCC4=O)C3=N)n2)cc1OC = -3%

# Further results follow.
SMILES,NTR1 agonist,NTR1 agonist cell count 20 µM,NOD1 inhibition,NOD2 inhibition,KOR beta-arrestin-1,GPR55 beta-arrestin,T cell modulator,T cell modulator vesicle-bound %,GPR55 LPI antagonism,KOR beta-arrestin-2,Myeloid diff MLP,Myeloid diff MLP GFP+ MAC1+ %
O=C(Cc1cccs1)NC1(C(=O)NC2CCCC2)CCCCC1,-0.5,57,-22%,11%,-12%,0.4%,i,5,20%,5.2%,i,0.0
COc1cc2nc(Nc3cccc(F)c3)nc(N)c2cc1OC,1.4,99,-8%,4%,-12%,0.6%,i,13,-2%,-2.1%,i,0.3
COC(=O)C1=CN(CCOC23CC4CC(CC(C4)C2)C3)C=C(C(=O)OC)C1c1ccsc1,4.2,51,-36%,7%,-2%,0.5%,i,8,21%,-6.2%,i,0.3
CCOCCCn1cnc2c(c1=O)c1nc3ccccc3nc1n2-c1ccccc1,1.2,85,11%,18%,15%,0.3%,x,x,16%,0.8%,i,6.9
CCOP(=O)(OCC)c1nc(/C=C/c2ccccc2)oc1NCc1ccccc1,3.2,74,25%,8%,8%,-0.1%,i,39,7%,2.7%,i,1.2
CC1CCN(C(=O)C2CCN(S(=O)(=O)c3ccc4c(c3)CC(C)N4C(=O)C3CC3)CC2)CC1 (stereo unspecified),0.4,66,3%,39%,-5%,-0.2%,i,13,5%,-4.4%,i,1.1
CCOC(=O)c1cn2nc(-c3ccc(OCC)cc3)cc2nc1C1CCN(C(=O)OC(C)(C)C)CC1,1.0,89,4%,12%,36%,0.3%,i,38,15%,-10%,i,0.6
Cc1c2c(nc3ccccc13)CC(C)(C)CC2=O,2.1,60,-35%,18%,-5%,0.0%,i,24,10%,2.3%,i,1.0
O=C1c2ccccc2C(=O)N1c1ccc(Cl)cn1,0.0,77,-4%,-8%,22%,-0.2%,i,20,0%,1.5%,i,0.3
CCn1c(-c2cccnc2Cl)nc2cc(Cl)c(Cl)cc21,0.3,70,-29%,-16%,0%,0.2%,i,21,27%,-2.0%,i,6.4
CCOC(=O)N1CCN(C(=O)/C=C/c2ccc(C(C)(C)C)cc2)CC1,0.1,66,0%,35%,-7%,0.0%,i,54,1%,-1.9%,i,0.4
O=C(c1ccc(Cl)s1)N1CCOCC1,-0.2,61,-36%,2%,-15%,0.3%,i,52,13%,-0.9%,i,7.4
CN(c1ccc(C(=O)N2CCCCC2)cc1)S(=O)(=O)c1cccs1,1.3,47,-5%,18%,-8%,0.1%,i,18,11%,-2.8%,x,x
CCC(C(=O)NCc1ccc(F)cc1)n1nc(C)n2c(cc3occc32)c1=O (stereo unspecified),-0.4,61,-4%,16%,33%,0.3%,i,38,18%,-2.4%,u,x
O=C(C1CCN(S(=O)(=O)c2cccc3cccnc23)CC1)N1CCN(c2ccccc2)CC1,0.4,60,-4%,-6%,6%,0.2%,i,38,7%,-4.1%,i,4.0
CN(C)C(=O)c1coc2nc3ccccc3nc12,4.2,45,-6%,4%,7%,0.2%,i,51,5%,-0.9%,i,0.8
COc1ccc(OC)c(CNC(=O)CCN2C(=O)COc3ccccc32)c1,-1.3,46,-27%,8%,18%,0.2%,i,66,0%,-1.2%,i,8.3
COc1ccc(NC(=O)[C@H](Cc2c[nH]c3ccccc23)NC(=O)[C@@H]2Cc3ccccc3CN2)cc1,4.9,64,-14%,-43%,-4%[20 µM],0.2%,i,33,-4%,x,i,2.5
O=C1CC(c2ccccc2Cl)Cc2c1cnn2-c1nc2ccccc2s1 (stereo unspecified),-1.0,90,-25%,-50%,14%,0.5%,i,54,-10%,-3.8%,x,x
COc1cccc2cc(-c3nnc(SCC(=O)Nc4ccc(NC(C)=O)cc4)n3C)oc12,-2.0,37,56%,10%,-21%,0.5%,i,16,-9%,3.7%,i,1.0
COc1ccc(-c2cc(C(=O)O)sc2C)cc1,-1.1,61,-16%,13%,22%,-0.4%,i,47,9%,-5.5%,i,0.6
CC1(C)CC(=O)C(C=Nc2ccc(Cl)cn2)=C(O)C1,5.3,87,-9%,18%,10%,0.0%,i,54,1%,-2.6%,i,0.6
O=C(COC(=O)c1nc(Cl)ccc1Cl)Nc1ccccc1OC(F)F,2.4,64,-34%,12%,7%,-0.4%,i,20,6%,-1.7%,i,0.4
COc1ccccc1CNC(=O)CN1C(=O)NC(C)(c2ccc(C(C)(C)C)cc2)C1=O (stereo unspecified),1.1,71,-8%,-20%,5%,-0.1%,i,27,8%,-6.4%,i,0.7
O=C(NC1CCN(S(=O)(=O)c2cccc(F)c2)CC1)c1ccc(F)cc1,2.0,59,-10%,7%,3%[20 µM],0.4%,i,57,-4%,-9.9%,i,0.5
COc1ccc(-c2csc(=Nc3ccccc3)n2CCO)cc1,0.3,63,25%,-6%,19%,-0.1%,i,43,23%,0.8%,i,0.4
CC(=O)N1CCN(c2ccc(NC(=O)c3ccc(C(C)(C)C)cc3)cc2)CC1,6.0,48,-21%,4%,8%,0.1%,i,34,-7%,-1.8%,i,1.4
CCOc1cc(/C=N/NC(=O)CCn2nnc3ccccc32)ccc1O,2.0,79,-16%,-3%,11%,-0.3%,i,22,-13%,3.9%,i,0.2
CN(CCCNC(=O)C1CCC(=O)N1Cc1ccc(F)cc1)c1ccccc1 (stereo unspecified),-3.1,88,-5%,8%,15%,-0.1%,i,50,-12%,0.0%,i,2.8
CC(=O)Nc1ccc(NC(=O)CSc2nnc(NC(=O)C3CC(=O)N(c4ccccc4)C3)s2)cc1 (stereo unspecified),0.8,63,3%,-4%,-8%,0.3%,i,28,-19%,2.6%,i,0.6
CN(CCO)S(=O)(=O)c1ccc2c(c1)C(=NN)c1cc(S(=O)(=O)N(C)CCO)ccc1-2,-0.1,89,-12%,11%,20%,-0.1%,i,62,-9%,0.4%,i,0.8
O=C(NCCN1CCN(c2ccccc2F)CC1)c1ccc2nc3ccccc3c(=O)n2c1,1.5,92,-3%,19%,4%,-0.1%,x,x,4%,-2.2%,i,0.2
O=C1CC(/C=C/c2ccco2)=Nc2ccccc2N1,-0.2,90,-17%,4%,5%,-0.1%,i,19,3%,-1.1%,+,0.9*
